Screening data (PubChem BioAssay)
SENP8 block – SENP8 protease inhibitors, primary screen, biochemical, luminescence | AID 2540, 2010 | 1.2% of 330,000 active | inhibition, % at 10 µM | purified SENP8, Z-RLRGG-aminoluciferin cleavage
Target sequence (Q96LD8 whole entry, looked up): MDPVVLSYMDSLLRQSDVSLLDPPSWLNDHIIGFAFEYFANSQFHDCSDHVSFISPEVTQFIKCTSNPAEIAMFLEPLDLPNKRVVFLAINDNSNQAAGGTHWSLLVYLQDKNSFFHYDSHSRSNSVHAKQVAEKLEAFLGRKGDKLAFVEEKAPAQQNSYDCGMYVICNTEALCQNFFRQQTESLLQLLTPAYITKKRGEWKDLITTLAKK
UBC13 inh – UBC13 polyubiquitin chain formation inhibitors, primary screen, biochemical, TR-FRET, uHTS; 0.47% of 330,000 active; AID 485273, 2010; inhibition, % at 20 µM; Ubiquitin-conjugating enzyme E2 N (Homo sapiens), P61088; in the data active means inhibition above about 45%, passing the limit was not always enough
SENP7 block – SENP7 protease inhibitors, primary screen, biochemical, luminescence, uHTS; Sentrin-specific protease 7 (Homo sapiens), Q9BQF6; recombinant SENP7, Z-RLRGG-aminoluciferin luminescence, 40 min; inhibition, % at 5 µM; 1.5% of 330,000 active; AID 434973, 2010;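 active means inhibition above about 50% at the single test dose, limit read from the data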;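 further: plate controls were DMSO with enzyme for no effect and no enzyme buffer wells for full effect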
HKDC1 inh – HKDC1 hexokinase inhibitors, primary screen, biochemical, fluorescence, uHTS | 0.16% of 340,000 active | recombinant HKDC1, G6PDH/diaphorase resazurin coupled fluorescence | Q2TB90 | inhibition, % at 20 µM | AID 493160, 2011;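 active means inhibition above about 35% when tested at 20 µM, limit read from the data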;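 further: plate controls were DMSO wells with enzyme for no effect and DMSO wells lacking enzyme for full effect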
Target sequence (Q2TB90 whole entry, looked up): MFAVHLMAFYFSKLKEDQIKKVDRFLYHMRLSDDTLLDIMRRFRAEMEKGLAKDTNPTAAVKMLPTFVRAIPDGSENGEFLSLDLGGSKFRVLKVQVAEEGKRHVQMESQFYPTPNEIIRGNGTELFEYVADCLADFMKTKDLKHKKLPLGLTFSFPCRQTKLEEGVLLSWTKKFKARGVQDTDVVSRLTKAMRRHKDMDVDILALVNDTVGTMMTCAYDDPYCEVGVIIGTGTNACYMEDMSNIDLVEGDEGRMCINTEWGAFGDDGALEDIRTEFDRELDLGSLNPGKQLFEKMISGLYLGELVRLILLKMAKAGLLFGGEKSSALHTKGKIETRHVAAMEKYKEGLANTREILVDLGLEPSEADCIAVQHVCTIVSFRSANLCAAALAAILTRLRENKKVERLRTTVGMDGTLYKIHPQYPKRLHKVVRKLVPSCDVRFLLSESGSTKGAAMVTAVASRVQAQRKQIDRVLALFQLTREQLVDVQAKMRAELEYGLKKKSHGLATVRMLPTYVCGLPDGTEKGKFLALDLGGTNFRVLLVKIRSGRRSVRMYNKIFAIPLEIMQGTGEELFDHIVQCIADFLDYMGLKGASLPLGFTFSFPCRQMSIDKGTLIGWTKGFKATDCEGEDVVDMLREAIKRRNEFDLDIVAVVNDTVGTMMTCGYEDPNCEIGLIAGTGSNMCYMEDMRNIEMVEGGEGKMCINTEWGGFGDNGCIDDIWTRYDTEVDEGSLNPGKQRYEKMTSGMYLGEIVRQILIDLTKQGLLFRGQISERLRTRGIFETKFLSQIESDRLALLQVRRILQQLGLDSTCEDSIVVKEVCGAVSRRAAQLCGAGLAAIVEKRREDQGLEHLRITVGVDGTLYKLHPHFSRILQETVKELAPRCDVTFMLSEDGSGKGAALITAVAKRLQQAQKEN
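Material – in-house recombinant HK5 (HKDC1) enzyme · Quantity – HKDC1 at 5 µg/mL · Buffer or medium – pH 8.0 Tris buffer with 10 mM MgCl2 · Reagent – glucose with 1 mM ATP · Dosing – single 20 µM dose · Times – reaction time 90 min, room temperature, protected from light · Technique – resorufin fluorescence at 613 nm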
Jurkat NFkB inh – inhibitors of induced NF-kB luciferase reporter, primary screen, TCR NF-kB activation inhibitor project, cell-based, luminescence, uHTS; Jurkat, PMA/ionomycin-induced NF-kB luciferase reporter; 0.53% of 330,000 active; inhibition, % at 4 µM
697 NFkB inh – inhibitors of PMA/ionomycin-induced NF-kB reporter, 697 cells, primary screen, B-cell NF-kB inhibitor project, cell-based, luminescence, uHTS; 697 B-cell NF-kB luciferase reporter, 16 h; inhibition, % at 4 µM; 0.33% of 330,000 active; AID 435022, 2010; in the data active means inhibition above about 35%
Apaf-1 inh – inhibitors of human Apaf-1 apoptosome, primary screen, biochemical, DEVD-Rh110 fluorescence, uHTS | Apoptotic protease-activating factor 1 (Homo sapiens), O14727 | 0.71% of 330,000 active | inhibition, % at 20 µM | reconstituted apoptosome caspase-3 activity | AID 489030, 2010; active means inhibition of at least 40% at 20 µM;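 further: plate controls were DMSO wells for no effect and DEVD-CHO caspase inhibitor wells for full effect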
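Material: reconstituted apoptosome with Apaf-1, cytochrome c, caspase-9, procaspase-3, dATP. Technique: Rh110 fluorescence intensity. Buffer or medium: pH 7.5 Hepes buffer with CHAPS, BSA, DTT. Times: 30 min plus 50 min, RT.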
Gli-Sufu antag – Gli-Sufu pathway antagonists, primary screen, luciferase luminescence, Sufu-KO-LIGHT cells, uHTS; AID 588413, 2011; inhibition, % at 5 µM; 0.74% of 340,000 active; Sufu-KO-LIGHT fibroblasts, Gli luciferase reporter luminescence;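 active means inhibition above about 55%, limit read from the data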;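 further: 0% = DMSO-treated cells and 100% = wells with medium but no cells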
* hit, by the source's call; nt = no result given. Unless noted, no stated cut-off is given here; in the data, active means inhibition above about 50%; inactive means the rest. Rows were taken by chance; 3.6% or so of the library scored in one or more.

SMILES	SENP8 block	UBC13 inh	SENP7 block	HKDC1 inh	Jurkat NFkB inh	697 NFkB inh	Apaf-1 inh	Gli-Sufu antag
Cc1c(Cl)cccc1NC(=O)c1cc(-c2ccco2)on1	-6	-1	-4	-9	-11	-7	9	20
CCN1CCN(CCCOc2ccc(-c3ccccc3)cc2)CC1	-9	2	-5	-9	-55	-70	0	-6
COc1ccc(CCN(C)Cc2ccc(OC)c(OCc3ccccc3)c2)cc1OC	3	15	-1	-10	11	-11	-7	9
Cc1nn(-c2ccccc2)c(C)c1NC(=O)COc1ccc2ccccc2c1	-3	-2	-17	1	-1	-8	19	8
COc1cccc(-c2ncc3ccccc3c2COC(=O)c2ccc(F)cc2)c1	-11	0	-9	2	-10	-1	18	6
CC(=O)c1cccc(NC(=S)NC2CCCCC2)c1	0	6	8	5	-1	7	16	-14
COc1cccc(CNC(=O)CSc2cc(=O)n(C)c3ccccc23)c1	-1	-9	-13	-5	3	-10	-5	9
CN1CCN(NC(=O)c2cc(-c3ccc(Br)s3)nc3ccccc23)CC1	-17	7	-3	-1	-8	10	15	-6
COc1ccc(Cl)cc1NC(=O)Nc1cn(C)nc1C	3	8	0	-4	12	18	2	-20
CC1(C)CC(=O)C(C2C3=C(CC(C)(C)CC3=O)Oc3c(Br)cc(Br)cc32)=C(O)C1 (stereo not given)	-5	-15	1	-1	-1	5	11	5
O=C(NNC(=O)C1CC=CCC1)c1ccccc1Br (stereo not given)	2	-10	3	-2	-9	-19	3	14
O=C(NCC(=O)N1CCCCC1)c1sc2ccccc2c1Cl	12	-6	20	-4	-90	-72	5	-72
CCc1cc(=O)n2[nH]c(C)c(-c3ccccc3OC)c2n1	1	-3	-1	-1	4	19	-11	-4
COc1cc(NC(=O)c2ccc(C)cc2C)ccc1NC(=O)c1cccs1	-11	-4	-9	-6	-38	-26	19	-46
CCOc1ccc(CCNC(=O)C(C)N2C(=O)CC(C)(C)Sc3ccccc32)cc1 (stereo not given)	-10	2	-14	2	-4	-5	19	50
CCC(C)c1ccc(NC(=O)Nc2cccnc2)cc1 (stereo not given)	2	7	16	-1	-99	-46	20	-77
COc1ccccc1NC(=O)Nc1nc2ccc(S(N)(=O)=O)cc2s1	5	13	40	-1	-149	-112	9	0
CC(=O)N1C(c2ccccc2)CC(=O)OC1c1ccc2c(c1)OCO2 (stereo not given)	-10	2	8	1	1	11	-1	5
COc1ccccc1-n1nnnc1SCC(=O)NC(=O)Cc1ccccc1	-11	1	-1	0	4	2	6	-5
COc1cc(SC)ccc1C(=O)NCC1CCCCC1	-10	-1	0	6	-58	-45	22	-9
N#CNC(=Nc1ccc(Cl)cc1)Oc1ccccc1	-2	5	7	1	11	4	2	-1
CCN(CC(=O)Nc1cccc(S(=O)(=O)N2CCCC2)c1)CC(=O)Nc1ccccc1OC	1	9	-2	-4	6	11	1	4
CNc1ccc(Br)cc(C(=O)/C=C/c2ccc(Cl)cc2Cl)c1=O	3	-29	-9	19	7	-12	33	-9
NC(=O)CSc1nnc(-c2cc(-c3cccs3)nc3ccccc23)o1	-10	13	-12	-10	12	7	16	-10
CCS(=O)(=O)c1nc(S(=O)(=O)c2ccc(Cl)cc2)c(N2CCN(C)CC2)s1	-1	-6	-8	0	2	-11	1	-24

Carrying on:
SMILES	SENP8 block	UBC13 inh	SENP7 block	HKDC1 inh	Jurkat NFkB inh	697 NFkB inh	Apaf-1 inh	Gli-Sufu antag
CC(C)N(C(=O)Cn1cc(S(=O)(=O)CC(=O)N2CCOCC2)c2ccccc21)C(C)C	-2	-10	-4	-5	5	3	1	43
O=c1c2ccccc2c(C=Nc2cccc(O)c2)c(O)n1-c1ccc2c(c1)OCO2	-10	-19	-1	3	27	-6	3	-27
CC(C)NC(=S)NN(c1ccccc1)c1ccccc1	7	7	5	0	1	11	11	6
Cc1cccc(N2CCN(C(=O)COc3ccc4c(c3)CCC4)CC2)c1C	-10	11	0	-3	-6	1	28	3
CSc1ccc(CN2CCN(CC=C(C)C)C(CCO)C2)cc1 (stereo not given)	8	0	10	0	-10	-13	-12	9
CCc1cc(C(=O)OC)c(NC(=O)CCCC(=O)O)s1	0	-3	4	-5	10	-8	-3	-10
CCOC(=O)C1CCN(CCC(=O)Nc2ccc(F)cc2)CC1	-6	1	2	0	16	9	-3	2
COc1ccc(-c2cc(C(F)(F)F)nc(SCC(N)=O)n2)cc1	-10	5	-8	-9	-12	-18	5	2
COc1ccc(CCn2c(C)cc(C(=O)COC(=O)c3cnccn3)c2C)cc1	0	-12	-4	4	-10	-16	7	8
O=Cc1ccc(OCc2ccccn2)cc1	3	2	12	-3	-26	-20	-1	-29
CCOC(=O)c1cc2sccc2n1CC(=O)c1ccc2c(c1)OCCO2	-9	-2	1	0	-9	3	13	7
CCOC(=O)C1=C(C)Nc2sc(C(=O)c3ccc(OC)cc3)c(N)c2C1c1ccc(C(=O)OC)cc1 (stereo not given)	-10	-14	-10	12	-4	-30	10	8
N#CC1(C#N)[C@@H](C(=O)C23CC4CC(CC(C4)C2)C3)C12CCOCC2	-4	12	-2	-6	5	2	2	-10
N/C(COc1ccc(Cl)cc1)=N\NS(=O)(=O)c1ccccc1	-1	-27	-7	3	2	-5	9	6
COc1cccc(C(=O)NCCSc2ccc(C)cc2)c1	-2	-3	9	16	5	0	4	-1
CCc1cc(C(=O)N2CCCC(CNC(=O)c3ccc(-c4ccccc4)cc3)C2)no1 (stereo not given)	-1	-1	8	2	0	-11	-6	-9
Cc1nc(N)nc(N/N=C/c2ccccc2)n1	-11	-3	-8	0	0	-21	-10	-15
O=C(c1ccccc1)N(Cc1nc2ccccc2c(=O)[nH]1)C1CCCC1	-7	2	-8	14	-17	-10	11	0
O=C(c1cccc(S(=O)(=O)N2CCOCC2)c1)N1CCCC(C(F)(F)F)C1 (stereo not given)	-6	1	-13	-4	-5	-1	2	-2
Nc1nc(-c2ccccc2)cn1N	-5	-8	1	-1	4	-14	6	0
O=C(Nc1ccc(OCc2ccccc2Cl)cc1)c1cccnc1	-6	-2	5	-6	8	-2	7	22
O=C(O)CC(SCC(=O)Nc1ccc(Cl)c(S(=O)(=O)N2CCOCC2)c1)C(=O)O (stereo not given)	-1	5	7	-13	10	16	-16	-1
CSCC(C)N1CCC(CO)(CCc2ccccc2)CC1 (stereo not given)	-10	-14	-8	1	-11	6	10	11
Cc1ccccc1CS(=O)(=O)CC1(O)CCN(C(=O)c2cccc(C(F)(F)F)c2)CC1	-8	-8	-1	-4	-10	-13	5	0
COc1ccc(Cc2nnc(-c3ccccc3)o2)cc1	-6	15	3	3	-22	-22	-27	-22

Only Jurkat NFkB inh, for 5 of the compounds above:
| canonical_smiles | Jurkat NFkB inh |
| --- | --- |
| CNc1ccc(Br)cc(C(=O)/C=C/c2ccc(Cl)cc2Cl)c1=O | 7 |
| CC(=O)N1C(c2ccccc2)CC(=O)OC1c1ccc2c(c1)OCO2 (stereo not given) | 1 |
| CSc1ccc(CN2CCN(CC=C(C)C)C(CCO)C2)cc1 (stereo not given) | -10 |
| O=C(Nc1ccc(OCc2ccccc2Cl)cc1)c1cccnc1 | 8 |
| O=C(NNC(=O)C1CC=CCC1)c1ccccc1Br (stereo not given) | -9 |

Gathered by group, the entries above containing a COOH group
SMILES	SENP8 block	UBC13 inh	SENP7 block	HKDC1 inh	Jurkat NFkB inh	697 NFkB inh	Apaf-1 inh	Gli-Sufu antag
CCc1cc(C(=O)OC)c(NC(=O)CCCC(=O)O)s1	0	-3	4	-5	10	-8	-3	-10
O=C(O)CC(SCC(=O)Nc1ccc(Cl)c(S(=O)(=O)N2CCOCC2)c1)C(=O)O (stereo not given)	-1	5	7	-13	10	16	-16	-1

The list continues:
SMILES	SENP8 block	UBC13 inh	SENP7 block	HKDC1 inh	Jurkat NFkB inh	697 NFkB inh	Apaf-1 inh	Gli-Sufu antag
Cc1ccc(-n2cccn2)c([C@@H]2C[C@H]3CN(C)C(=O)[C@]34CCCN24)c1	2	-7	2	2	-2	16	11	42
Cc1cc(C)cc(NC(=O)C2CCCN2S(=O)(=O)c2ccc3c(c2)n(C)c(=O)c(=O)n3C)c1 (stereo not given)	-7	-8	10	-3	-3	2	-4	-4
COc1cc(OC)cc(-c2nnc(SCc3cccnc3)o2)c1	-1	2	5	-3	10	-10	8	-7
CN(CCc1ccccn1)C(=O)CC1C(=O)NCCN1Cc1cccc(F)c1 (stereo not given)	-3	12	-5	0	13	17	-8	6
CC(C)CCOc1ccc(-c2c(=O)n(OCc3ccc([N+](=O)[O-])cc3)c3ccccc3[n+]2[O-])cc1	1	-3	8	10	-23	-16	18	-31
O=C(CN1C(=O)NC(Cc2c[nH]c3ccccc23)C1=O)Nc1ccc(F)c(F)c1F (stereo not given)	-16	-6	1	7	2	-17	-5	-7
CCCCc1n[nH]c2c1C(=O)CC(C)(C)C2	-3	6	-3	-6	10	9	-1	4
C=CCc1ccccc1OCC(O)CNC(=O)c1ccccc1C(=O)O (stereo not given)	0	-2	-5	-3	5	11	-13	-5
CCCc1cc(=O)[nH]c(SCC(=O)N2CCCc3ccccc32)n1	2	13	-4	4	11	22	6	-7
COc1cc(C(=O)N/N=C/c2ccsc2C)cc(OC)c1OC	-5	-12	4	-4	44	-48	-2	-4
Cc1ccccc1/C=N/n1c(-c2ccccn2)n[nH]c1=S	-2	-11	-2	1	7	-8	-11	2
COCCCn1c(SCC(=O)N2CC(=O)Nc3ccccc32)nnc1-c1ccoc1C	-4	1	-4	-2	-2	7	4	-9
Cc1cc(C(=O)Nc2ccc(Br)cn2)sc1C	84*	4	87*	-1	-132	-144	10	-101
COc1cccc(N=Nc2ccc(O)c3ncccc23)c1	73*	-135	62*	-29	70*	-79	35	68*
C=CCn1c(=O)/c(=C2/Sc3cc(OC)ccc3N2C)s/c1=C1\C(=O)N(CC)C(=S)N1C	1	-126	8	nt	-18	-10	0	nt
O=C(O)c1ccc(S(=O)(=O)N(Cc2cccs2)CC2CCCO2)cc1 (stereo not given)	1	-1	5	-15	3	3	-14	-2
O=C(NCCS(=O)(=O)N1CCN(c2ccccc2F)CC1)c1ccc(Br)o1	9	-1	4	-2	1	10	-4	-8
CNC(=S)N1N=C(c2ccc(C)cc2)CC1c1ccc(Br)cc1 (stereo not given)	-16	-13	0	-1	-22	-13	25	-12
Cc1ccccc1OC(=O)CCC(=O)OCCCC(F)(F)C(F)(F)F	-9	-11	-12	6	2	10	2	7
COc1ccc(CCNC(=O)CSc2nncn2N)cc1OC	7	2	8	-6	1	18	-8	-5
COC(=O)c1nc(NC(C)=O)n[nH]1	-5	4	5	nt	-1	23	-3	nt
Cc1cc(/C=N/NC(=O)C(O)(c2ccccc2)c2ccccc2)c(C)n1-c1ccc(C(=O)O)cc1	22	-18	10	-10	11	-13	16	-34
CCc1nn(C(CC)C(=O)NCCc2ccc(OC)cc2OC)c(=O)c2cc3occc3n12 (stereo not given)	-9	-9	-9	1	-4	-5	10	-17
O=C(CN(C(=O)c1csnn1)c1ccc(Cl)cc1)NCCc1ccccc1	0	4	10	-1	13	-3	5	8

In a second layout: results already given
SMILES | SENP8 block | UBC13 inh | SENP7 block | HKDC1 inh | Jurkat NFkB inh | 697 NFkB inh | Apaf-1 inh | Gli-Sufu antag
COc1cc(OC)cc(-c2nnc(SCc3cccnc3)o2)c1 | -1 | 2 | 5 | -3 | 10 | -10 | 8 | -7
CN(CCc1ccccn1)C(=O)CC1C(=O)NCCN1Cc1cccc(F)c1 (stereo not given) | -3 | 12 | -5 | 0 | 13 | 17 | -8 | 6
